High-throughput results deposited in PubChem by National Center for Advancing Translational Sciences (NCATS).
Tb PFK inh – T. brucei PFK enzyme inhibition; O15648; T. brucei PFK, ADP-Glo luminescence; Potency, µM (top dose mostly 57.5 µM), for the others: at the top dose activity, negative = inhibition, hits mostly inhibitors; 0.17% of 330,000 active;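 note: potency is the fitted concentration of half-maximal effect; 0% = uninhibited 1x PFK enzyme wells and -100% = no-enzyme wells; nearly all actives have a fitted effect of over 60% in size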
Target sequence (O15648 whole entry, looked up): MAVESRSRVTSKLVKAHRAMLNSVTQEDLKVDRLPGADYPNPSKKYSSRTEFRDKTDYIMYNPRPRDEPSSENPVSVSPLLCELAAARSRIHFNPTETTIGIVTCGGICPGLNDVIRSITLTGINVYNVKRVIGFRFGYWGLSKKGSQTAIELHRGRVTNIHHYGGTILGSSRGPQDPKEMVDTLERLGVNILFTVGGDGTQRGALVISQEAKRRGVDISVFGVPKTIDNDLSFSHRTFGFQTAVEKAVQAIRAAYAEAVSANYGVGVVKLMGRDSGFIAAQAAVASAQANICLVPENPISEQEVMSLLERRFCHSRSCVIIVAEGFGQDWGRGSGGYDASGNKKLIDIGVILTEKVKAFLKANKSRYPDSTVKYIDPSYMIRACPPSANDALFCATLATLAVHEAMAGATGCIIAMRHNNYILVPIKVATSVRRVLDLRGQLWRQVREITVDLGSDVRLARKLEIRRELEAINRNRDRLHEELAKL
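In TEA buffer at pH 8.0 with 5 mM MgCl2, enzyme (1.25 nM) converted F6P (0.5 mM) and ATP (0.1 mM) for 45 min at room temperature. ADP product was read by luciferase luminescence.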
TSHR antagonist – blocks TSH signaling through the human TSH receptor; AID 504810; 0.2% of 330,000 active; activity change, negative = inhibition, % at 11.5 µM; P16473; TSHR-expressing cells, TSH-stimulated cAMP HTRF, 2 h; hits give low values;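 active = activity change below a set negative limit, meaning inhibition stronger than a set level, cut at about -70% in these data; inconclusive = activity change between two set negative limits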; note: % is set by controls: 0 for no effect and ±100 for the full control effect
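TSHR-expressing cells were treated with compounds, then stimulated with TSH at EC80 (4nM final) for 2 hours at 37 deg C. Cellular cAMP was measured by HTRF competition between lysate cAMP and cAMP-d2 for a cryptate-labelled anti-cAMP antibody.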
TCR act – T cell receptor activation. Potency, µM (doses to about 9.22 µM), for inactives: at the highest dose activation of IL-2 secretion, actives largely listed as activators. primary human leukocytes, anti-CD3, IL-2 HTRF, 48 h. 330,000 tested, under 10 active. AID 504894; note: % of control where 0% means no effect
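Primary human leukocytes incubated 48 hr with anti-CD3 beads plus compound, without co-stimulation. Secreted IL-2 measured by HTRF (europium cryptate/d2 anti-IL-2 pair, 320 nm excitation, 665 nm emission).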
Mito fusion yeast – blocks mitochondrial division or promotes mitochondrial fusion; S. cerevisiae fusion-defective mutant growth rescue, CellTiterGlo 48 h; Potency, µM (series often up to 46.1 µM), for inactives: top-dose growth rescue (activation), usual class: activators; 0.23% of 320,000 active; AID 485298;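 note: potency is the fitted concentration of half-maximal effect; % of control where 0% means no effect; nearly all actives have a fitted effect of over 45% in size; temperature-sensitive fusion mutants such as fzo1-1 at 37 °C on non-fermentable ethanol glycerol medium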
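Compounds are tested for their ability to restore growth of mitochondrial fusion-defective yeast strains at non-permissive 37C in YPEG medium over 48 hours. Viability is quantified by luciferase luminescence.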
Eya2 phos inh – blocks the phosphatase activity of human Eya2 | AID 488837 | recombinant Eya2, OMFP fluorescence dephosphorylation (OMFP is methylfluorescein phosphate) | 0.006% of 330,000 active | Potency, µM (doses to about 76.9 µM), without a hit: at the top dose activity, negative = inhibition, actives largely listed as inhibitors; note: potency is the fitted concentration of half-maximal effect; % is set by controls: 0 for no effect and ±100 for the full control effect
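Eya2 protein (added as 0.2 uM solution) was preincubated with compound for 10 min at ambient temperature in 50 mM HEPES pH 7.5, 50 mM NaCl, 5 uM MgCl2, 0.05% BSA, 1 mM DTT. OMFP (added at 50 uM) then reacted 10 min; fluorescence read at 485/525 nm.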
BCR signal inh – chronic active BCR signaling inhibition; 0.05% of 340,000 active; Potency, µM (top dose mostly 46.1 µM), without a hit: at the top dose ratio change, negative = lower green/red ratio, most hits filed as inhibitors; ABC-DLBCL IkBa-CBG/CBR reporter, luminescence ratio, 4 h; active = well fitted inhibition curve with a large enough effect in the signal ratio, with a control signal flat, not every such curve was filed as active; inconclusive = small, poorly fitted or top-dose-only effect, or effect the other way, or a change in a side signal; the % refers to the signal ratio;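 note: potency is the fitted concentration of half-maximal effect; plate controls were basal doxycycline-induced cells for no effect and cells given 10 µM MG132 for full effect; MG132 reads +100%, hits lower the ratio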
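TMD8 ABC-DLBCL cells carrying doxycycline-inducible green luciferase fused to IkappaBalpha plus unfused red luciferase were exposed to compounds (up to 46 uM) for 4 hrs at 37C. Activity came from the overlap-corrected green/red luminescence ratio.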
PTAP TSG101 blk – blocks PTAP/TSG101 interaction to inhibit HIV-1 budding; Q99816; Fluorescence polarization, FITC-PTAP peptide / Tsg101 binding; Potency, µM (titrated, usually from 115 µM), for inactives: at the top dose activity change, negative = inhibition, most hits filed as inhibitors; 340,000 tested, under 10 active; AID 493005; active = well fitted inhibition curve with a large enough effect in the main read-out, with a control signal flat, not every such curve was filed as active; inconclusive = small, poorly fitted or top-dose-only effect, or effect the other way, or a change in a side signal; inactive = no such curve, though single readings can be large or run the other way; note: potency is the fitted concentration of half-maximal effect; % of control where 0% means no effect
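Fluorescence polarization binding of Tsg101 binding domain (10 uM final) to FITC-labeled PTAP peptide (50 nM final) in HEPES pH 7.5 buffer with NaCl, Tween 20, EDTA, TCEP. Compounds added before peptide; binding 20 min at RT.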
ELG1 DNA repair – ELG1-dependent DNA repair inhibition | HEK293T ELG1-luciferase reporter, luminescence, 16 h; DNA damage induced by 5-fluorouridine | AID 504467 | 2.3% of 330,000 active | Potency, µM (titrated, usually from 46.1 µM), inactives show top-dose activity change, negative = inhibition, usual class: inhibitors; note: potency is the fitted concentration of half-maximal effect; % is set by controls: 0 for no effect and ±100 for the full control effect; nearly all actives have a fitted effect of over 55% in size
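Overnight (16 hr) co-exposure of 2,000 cells/well to 5-fluorouridine and compound at 37 °C preceded detection. Luciferase was quantified via ONE-Glo luminescence; loss of signal denotes inhibition.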
uPA generation – blocks generation of uPA at the cell surface; cell surface uPA generation assay, qHTS; Potency, µM (titrated, usually from 38.3 µM), for the others: at the top dose activity change, negative = inhibition, most hits filed as inhibitors; 0.31% of 330,000 active; AID 540303; active = well fitted inhibition curve with a large enough effect; inconclusive = small, poorly fitted or top-dose-only effect; inactive = no such curve, though single readings can be large or run the other way; tested in mouse RAW 264.7 cells; note: potency is the fitted concentration of half-maximal effect; % is set by controls: 0 for no effect and ±100 for the full control effect; nearly all actives have a fitted effect of over 55% in size
B2AR arrestin – agonists driving beta-arrestin recruitment to human beta2-adrenergic receptor; P07550; beta-arrestin recruitment to beta2AR, cell-based reporter; Potency, µM (highest dose often 46.1 µM), inactives show top-dose activation, usual class: activators; 0.02% of 330,000 active;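 note: potency is the fitted concentration of half-maximal effect; 0% = DMSO controls and full agonism = EC100 isoproterenol or metaproterenol; nearly all actives have a fitted effect of over 65% in size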
USP2a block – blocks human ubiquitin-specific protease USP2a. O75604. USP2 core, Ub-CHOP2 coupled fluorogenic reporter, 485/531. Potency, µM (series often up to 38.3 µM), for inactives: top-dose activity change, negative = inhibition, usual class: inhibitors. 0.01% of 330,000 active. AID 463254;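 note: potency is the fitted concentration of half-maximal effect; plate controls were DMSO wells for no effect and full inhibition by NEM control for full effect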
Target sequence (O75604 whole entry, looked up): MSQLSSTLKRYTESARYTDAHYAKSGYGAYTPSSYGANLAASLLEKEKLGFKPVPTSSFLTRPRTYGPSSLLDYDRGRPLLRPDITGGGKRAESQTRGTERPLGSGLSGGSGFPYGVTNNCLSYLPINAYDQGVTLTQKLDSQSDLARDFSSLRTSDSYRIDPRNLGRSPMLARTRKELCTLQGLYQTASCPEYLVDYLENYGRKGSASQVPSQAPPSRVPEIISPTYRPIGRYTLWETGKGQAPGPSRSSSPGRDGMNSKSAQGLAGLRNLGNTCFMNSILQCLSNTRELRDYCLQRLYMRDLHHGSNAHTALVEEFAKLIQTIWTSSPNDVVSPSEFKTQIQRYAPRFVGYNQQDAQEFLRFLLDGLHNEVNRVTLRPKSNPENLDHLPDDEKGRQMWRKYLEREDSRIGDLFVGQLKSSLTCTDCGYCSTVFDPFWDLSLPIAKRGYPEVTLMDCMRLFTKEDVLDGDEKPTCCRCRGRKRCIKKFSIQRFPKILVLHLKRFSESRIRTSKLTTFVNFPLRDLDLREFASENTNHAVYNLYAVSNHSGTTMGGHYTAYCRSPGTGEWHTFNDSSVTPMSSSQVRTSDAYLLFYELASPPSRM
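Deubiquitinase activity read as fluorescence (485/531 nm) after Ub-CHOP2 cleavage activates the enterokinase reporter on its substrate; USP2 core 10nM, Ub-CHOP2 and substrate 25nM each, 30min compound preincubation then 60min RT; data normalized to NEM, curves fitted.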
The depositor's hits bear a star; ? = inconclusive; nt = no result given; [ ] = dose if it differs, or a comment. Unless noted, calls come from the whole dose curve; as a rule, active = well fitted curve in the direction sought with a large enough effect; inconclusive = small, poorly fitted or top-dose-only effect, or another doubt; inactive = no such curve, though single readings can be large; an effect the other way counts as inactive or inconclusive.

SMILES | Tb PFK inh | TSHR antagonist | TCR act | Mito fusion yeast | Eya2 phos inh | BCR signal inh | PTAP TSG101 blk | ELG1 DNA repair | uPA generation | B2AR arrestin | USP2a block
CSc1nc(N2CCOCC2)c2c(c1C#N)CCCCC2 | 1% | -11 | 0% | 21% | -17% | 1% | -2% | -23% | -2% | 0.1% | 0%
Oc1ccccc1CNc1ccc2c(c1)OCCO2 | -2% | -3 | 2% | -1% | -15% | -16% | -4% | ? | 1% | -0.8% | 0%
CCOc1ccc(NC(=O)CN2CCN(CC(=O)Nc3cc(OC)cc(OC)c3)CC2)cc1 | 1% | 12 | -2% | 1% | -40% | ? | 0% | -8% | -3% | -0.6% | 1%
COc1ccc(-c2[nH]ncc2C2N=C(N)Nc3nc4ccccc4n32)cc1 (configuration not stated) | 0% | -7 | 2% | 4% | -2% | -1% | -2% | 6% | 1% | 0.4% | -1%
O=C(CCS(=O)(=O)c1ccc(Cl)cc1)N1CCN(c2ccccc2F)CC1 | -2% | 15 | nt | 11% | 7% | ? | -6% | -7% | 0% | -0.4% | 1%
CCSc1nc(=S)n(Cc2ccccc2)c(C)c1C(C)=O | 4% | 1 | 1%[46.1 µM] | 23% | -3% | -3% | -2% | ? | -8% | -0.3% | 4%
Cn1c(=O)c2c(nc(OCc3ccccc3)n2C)n(C)c1=O | 2% | -2 | -7% | 6% | 8% | ? | 0% | -14% | -5% | -0.2% | -2%
CC(=O)c1c(C(C)=O)c(C)n(Cc2ccccc2)c1C | -7% | -5 | 0% | 1% | 13% | 15% | -3% | ? | 4% | -0.2% | 2%
CCN(CC)CCCN1C(=O)CSC1c1ccc2c(c1)OCO2 (configuration not stated) | 0% | -22 | -2% | -2% | -20% | 6% | -2% | -2% | 9% | 0.0% | -1%
CCn1c(SCC(=O)c2cc(OC)ccc2OC)nnc1C1CC1 | -1% | -7 | -3% | -6% | 18% | ? | -8% | -1% | -4% | -0.3% | 1%
Cc1ccc(Cl)c(NC(=O)COC(=O)c2nn(-c3ccccc3)cc2O)c1Cl | -2% | 12 | 4%[46.1 µM] | nt | -13% | -2% | -1% | ? | 0% | -0.7% | -5%
Cc1nn(Cc2ccccc2Cl)c2sc(C(=O)NCCCn3ccnc3)cc12 | 2% | 2 | 3% | 0% | -11% | ? | -9% | ? | -6% | 0.4% | 0%
CCCCN1C(=N)N([C@@H](CN2CCC[C@H]2CN2C(N)=NC[C@@H]2Cc2ccccc2)C(C)C)C[C@H]1Cc1ccccc1 | -11% | -3 | 3% | nt | -30% | 2% | -4% | 12% | 5% | -0.1% | 4%
COC(=O)C1=C(C)N(C)C(=O)NC1c1cc(Cl)c(O)c(OC)c1 (configuration not stated) | 3% | -5 | 0% | 0% | 13% | -8% | -1% | 3% | -1% | 0.2% | 5%
COC(=O)c1cc(Br)c(=O)n(CCN2CCCCC2)c1 | -2% | 1 | 0% | -1% | -1% | 0% | -3% | 4% | 11% | 0.1% | 1%
O=C(CSc1nc2ccccc2n1Cc1ccc(Cl)cc1)N/N=C/c1ccccc1C(=O)O | 5% | -1 | -4% | 0% | -11% | -1% | 0% | -1% | 6% | 0.0% | 7%
Cc1cc(C)cc(NC(=O)N(C)Cc2ccccc2)c1 | 5% | 17 | -2% | 6% | 2% | -7% | -1% | -3% | 0% | -0.8% | 2%
CC(C)C(NC(=O)c1ccccc1NC(=O)C(C)(C)C)C(=O)N1CCOCC1 (configuration not stated) | 3% | -6 | 0% | nt | 9% | -1% | -2% | 0% | -1% | -0.2% | 0%
CC(C)C1C(=O)CC(c2ccccc2)NC1c1ccccc1 (configuration not stated) | -10% | -13 | 1% | -3% | -5% | 1% | -5% | 2% | -23% | -0.7% | 1%
COc1ccc(CNC(=O)COC(=O)c2cc(C)nc3ccccc23)cc1 | -2% | -5 | -2% | nt | 0% | -5% | -2% | -11% | 0% | -0.1% | 3%
O=C(N/N=C/C(Br)=C\c1ccccc1)c1ccco1 | -4% | -12 | -1% | -16% | -2% | ? | -2% | ? | -10% | 2.6% | -2%
CN(C(=O)c1cncc(Br)c1)C1C2CC3CC(C2)CC1C3 (configuration not stated) | 1% | 8 | -1% | 2% | 5% | 0% | -1% | 8% | -2% | -0.6% | -3%
CN1CCN(c2nc(-c3cccs3)cs2)CC1 | 1% | -7 | 2% | 18% | 0% | 5% | -3% | ? | 5% | -0.7% | -1%
O=C(Nc1ccc(N2CCOCC2)cc1)NC1CCCCC1 | 2% | 5 | 0% | 0% | -2% | 1% | 0% | ? | -8% | -1.6% | -5%
O=C(c1cccc(OC(F)F)c1)N1CCN(c2ncccn2)CC1 | -3% | 0 | 0% | 0% | -2% | ? | -1% | 7% | -7% | -0.3% | 3%
COC(=O)c1ccc(NC(=O)CSc2nnc(C3CC3)n2C)cc1 | 1% | -11 | 10% | 3% | 5% | 0% | -1% | -12% | -3% | -0.4% | 3%
O=C(NC1CCCCC1)C1c2ccccc2C(=O)N1Cc1ccco1 (configuration not stated) | -9% | 5 | 0% | 2% | -17% | -3% | -1% | 0% | nt | 0.3% | -1%
CCC1(C)Cc2c(sc3nc(SC)[nH]c(=S)c23)CO1 (configuration not stated) | 0% | -14 | -7% | -12% | -6% | ? | -3% | -5% | 4% | 0.4% | 2%
O=C(Cn1c(=O)n(CCC(=O)N2CCc3ccccc3C2)c(=O)c2ccccc21)NCC1CCCO1 (configuration not stated) | -3% | 5 | 4% | -8% | -8% | 7% | -1% | -7% | -5% | -0.1% | 0%
COc1ccc(Nc2nnc(-c3ccc(O)cc3)c3ccccc23)cc1C(N)=O | 5% | -9 | -13% | -2% | -1% | ? | 0% | ? | 9% | 0.2% | 3%
O=C(CNC(=O)Cc1ccccc1)N=Nc1c(O)[nH]c2ccccc12 | 2% | 14 | -5% | 5% | 0% | 6% | -2% | 3% | 0% | 0.1% | 6%
COc1cc(NC(=S)N2CCN(c3ccccn3)CC2)cc(OC)c1 | -1% | -1 | 14%[46.1 µM] | -9% | 0% | ? | 0% | -4% | 0% | -1.5% | 1%
O=C(NN=c1c(=O)c2ccccc2c1=O)c1ccccc1 | 6% | 8 | 10% | -22% | -10% | -7% | -8% | -16% | -2% | -0.2% | 1%
CSc1ccccc1C(=O)NC1CCCCCC1 | 0% | 1 | 4% | -5% | 22% | 0% | -5% | 0% | nt | -0.2% | -1%
COc1ccc(C(=O)NNC(=S)NC(=O)c2ccc(Br)o2)cc1OC | 0% | -5 | nt | -12% | 4% | -7% | 2% | 0% | -2% | -1.0% | 0%
C/C(=N/NC(=O)CNC(=O)Cc1ccccc1)c1ccc(Cl)cc1 | -4% | 10 | 3% | 1% | -25% | 6% | -3% | ? | 2% | -1.6% | 0%
Cc1ccc(NC(=O)Cn2cc(S(=O)(=O)c3ccc(C)cc3)c(=O)c3cc(F)ccc32)cc1 | 4% | -1 | 0% | -2% | -3% | -1% | 2% | -4% | 5% | -0.5% | 4%
Oc1ccc(Cl)cc1CNc1ccccn1 | -4% | -5 | -3% | -1% | 5% | ? | 0% | 1% | -3% | 0.2% | 0%
Cc1cc(C(=O)N/N=C2\CC(=O)CC(C)(C)C2)c(C)n1-c1ccccc1 | 6% | 22 | 14%[46.1 µM] | -1% | 18% | -2% | -7% | -8% | 8% | 0.2% | 1%
CCCSc1nc(-n2ncc(C#N)c2N)c2c3c(sc2n1)CCC(C)C3 (configuration not stated) | 1% | -12 | nt | 8% | -2% | ? | 0% | ? | nt | -0.1% | 0%
Cc1c(/C=N/NC(=O)c2cc(Br)ccc2O)c(=O)n(C)c(=O)n1C | 2% | 20 | -8% | -6% | -21% | nt | 1% | -3% | -4% | 0.0% | 0%
COc1ccc2oc(C(=O)Nc3ccccn3)c(C)c2c1 | -6% | 0 | 1% | -3% | 8% | ? | -3% | ? | -14% | -0.5% | 1%
O=C(Nc1ccc(Cl)c(Cl)c1)C1=Cc2ccccc2OC1 | -5% | ? | 0% | -3% | 2% | ? | -1% | ? | 9% | -0.3% | -8%
